High-throughput results as filed in PubChem BioAssay.
SENP6 block – SENP6 protease inhibition | Q9GZR1 | Recombinant SENP6 catalytic domain, aminoluciferin luminescence | inhibition, % at 10 µM | 330,000 compounds, 1.8% hits;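 active = inhibition above about 50% at the single tested dose, limit read from the data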;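 also: plate controls were DMSO wells with enzyme for no effect and DMSO wells lacking enzyme for full effect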
PfG6PD inh – PfG6PD (Plasmodium falciparum) enzyme inhibition. PfGluPho enzyme, NADPH resazurin-diaphorase fluorescence. inhibition, % at 20 µM. 350,000 compounds, 0.78% hits;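 active = inhibition reaching at least a set limit at 20 µM in the primary screen, cut at about 59% in these data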;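 also: 0% = DMSO wells with substrate and 100% = DMSO wells lacking glucose-6-phosphate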
HKDC1 inh – HKDC1 (human) hexokinase inhibition. Q2TB90. recombinant HKDC1, G6PDH/diaphorase resazurin coupled fluorescence. inhibition, % at 20 µM. 340,000 compounds, 0.16% hits. AID 493160;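 active = inhibition above about 35% when tested at 20 µM, limit read from the data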;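 also: plate controls were DMSO wells with enzyme for no effect and DMSO wells lacking enzyme for full effect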
Target sequence (Q2TB90 whole entry, looked up): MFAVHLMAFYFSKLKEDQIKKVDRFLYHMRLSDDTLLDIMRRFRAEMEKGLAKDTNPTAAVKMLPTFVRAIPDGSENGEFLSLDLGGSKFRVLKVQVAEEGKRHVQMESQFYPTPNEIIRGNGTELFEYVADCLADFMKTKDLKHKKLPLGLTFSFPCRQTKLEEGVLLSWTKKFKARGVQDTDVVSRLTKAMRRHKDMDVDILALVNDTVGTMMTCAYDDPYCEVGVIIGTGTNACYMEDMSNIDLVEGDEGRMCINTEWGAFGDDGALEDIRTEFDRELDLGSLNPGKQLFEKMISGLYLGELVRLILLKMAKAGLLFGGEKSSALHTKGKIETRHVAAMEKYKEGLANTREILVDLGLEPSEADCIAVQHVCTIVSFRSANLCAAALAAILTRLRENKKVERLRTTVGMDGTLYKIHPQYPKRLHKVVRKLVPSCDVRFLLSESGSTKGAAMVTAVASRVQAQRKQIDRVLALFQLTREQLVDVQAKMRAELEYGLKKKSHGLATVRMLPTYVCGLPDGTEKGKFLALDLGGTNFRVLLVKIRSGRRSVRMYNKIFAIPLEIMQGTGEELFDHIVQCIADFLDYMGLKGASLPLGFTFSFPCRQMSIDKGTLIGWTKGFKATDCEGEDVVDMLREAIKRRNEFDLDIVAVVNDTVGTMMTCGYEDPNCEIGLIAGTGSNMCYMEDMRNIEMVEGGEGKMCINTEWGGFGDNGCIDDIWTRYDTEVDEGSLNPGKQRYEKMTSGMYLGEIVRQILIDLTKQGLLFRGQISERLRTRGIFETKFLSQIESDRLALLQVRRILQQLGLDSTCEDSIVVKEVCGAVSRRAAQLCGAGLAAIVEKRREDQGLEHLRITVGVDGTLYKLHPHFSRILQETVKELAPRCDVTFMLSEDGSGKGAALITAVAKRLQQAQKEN
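Assay system: recombinant HKDC1 hexokinase; detection: coupled resazurin fluorescence, excitation 525 nm, emission 613 nm; benchmarks: DMSO-plus-enzyme-mix negative control, buffer-substituted positive control; compound dosing: single 20 µM dose; schedule: 90 min at room temperature in dark; also added: glucose plus 1 mM ATP as hexokinase substrates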
SENP1 inh – SENP1 (human) catalytic domain inhibition; Q9P0U3; recombinant SENP1 catalytic domain, CyPet-SUMO1-YPet FRET cleavage; inhibition, % at 10 µM; 360,000 compounds, 0.21% hits;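 active = inhibition at least 30% at 10 µM, raw YFP signal under a set limit, fluorescence ratio 0.5 to 1.5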;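 also: 0% = enzyme with DMSO and 100% = no enzyme wells; some results filed as inactive read as strong as hits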
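Test system: human SENP1 catalytic domain; medium: Tris pH 8 buffer plus EDTA, NaCl, BME, BSA, NP40, catalase; incubation: 50 min reaction at room temperature; technique: FRET, CFP and YFP emission; controls: no-enzyme low control and enzyme-plus-DMSO high control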
SENP8 block-1 – blocks human SENP8 cleavage of Nedd8 substrate; Q96LD8; recombinant SENP8, Nedd8 substrate fluorescence; AID 602440; inhibition, % at 20 µM; 360,000 compounds, 0.64% hits; in the data active = inhibition mostly above about 40%, no sharp cut-off; inactive = mostly below about 27%
Target sequence (Q96LD8 whole entry, looked up): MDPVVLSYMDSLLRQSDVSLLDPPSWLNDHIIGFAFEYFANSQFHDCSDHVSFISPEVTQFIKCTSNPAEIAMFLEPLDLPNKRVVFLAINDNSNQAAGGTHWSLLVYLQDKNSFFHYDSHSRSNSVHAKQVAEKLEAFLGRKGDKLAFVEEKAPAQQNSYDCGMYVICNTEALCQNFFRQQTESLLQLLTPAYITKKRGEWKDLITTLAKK
SENP7 block – blocks the human protease SENP7. Q9BQF6. recombinant SENP7, Z-RLRGG-aminoluciferin luminescence, 40 min. inhibition, % at 5 µM. 330,000 compounds, 1.5% hits;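 active = inhibition above about 50% at the single test dose, limit read from the data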;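 also: plate controls were DMSO with enzyme for no effect and no enzyme buffer wells for full effect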
SENP8 block-2 – blocks the human protease SENP8 | Q96LD8 | purified SENP8, Z-RLRGG-aminoluciferin cleavage, luminescence | inhibition, % at 10 µM | 330,000 compounds, 1.2% hits | AID 2540; in the data active = inhibition above about 50%
Apaf-1 inh – human Apaf-1 inhibition; 330,000 compounds, 0.71% hits; AID 489030; reconstituted apoptosome caspase-3 activity, DEVD-Rh110 fluorescence; O14727; inhibition, % at 20 µM; active = inhibition of at least 40% at 20 µM;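 also: plate controls were DMSO wells for no effect and DEVD-CHO caspase inhibitor wells for full effect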
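System: reconstituted apoptosome with Apaf-1, cytochrome c, caspase-9, procaspase-3, dATP; Signal: Rh110 fluorescence intensity; Schedule: 30 min compound preincubation, 50 min activation, room temperature; Reagent: cytochrome c trigger plus (Z-DEVD)2-Rh110 caspase-3 substrate.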
* marks the source's active call; other numbers are inactive results.

`CCN(CC)C(=O)c1[nH]cnc1C(=O)Nc1ccon1` gave SENP6 block 8, PfG6PD inh 6, HKDC1 inh -2, SENP1 inh -1, SENP8 block-1 10, SENP7 block 0, SENP8 block-2 3 and Apaf-1 inh -10.
Screening CSc1ccc(/C=N/Nc2ccc(Cl)c(C(=O)O)c2)cc1 returned SENP6 block 76*, PfG6PD inh 16, HKDC1 inh -1, SENP1 inh 0, SENP8 block-1 -69, SENP7 block -4, SENP8 block-2 77* and Apaf-1 inh -6.
COC(=O)c1[nH]c2ccc(C)cc2c1NC(=O)NC1CCCCC1 was read as SENP6 block -4, PfG6PD inh 1, HKDC1 inh -4, SENP1 inh 2, SENP8 block-1 inactive, SENP7 block -2, SENP8 block-2 -5 and Apaf-1 inh 7.
`CCOc1ccc(NC2c3ccccc3C(=O)N2Cc2ccc3c(c2)OCO3)cc1` (stereo unspecified) gave SENP6 block 2, PfG6PD inh -12, HKDC1 inh 3, SENP1 inh 1, SENP8 block-1 6, SENP7 block -5, SENP8 block-2 5 and Apaf-1 inh 23.
`CCc1nc(C)cn1S(=O)(=O)c1cc([N+](=O)[O-])ccc1Cl` gave SENP6 block -15, PfG6PD inh 5, HKDC1 inh -6, SENP1 inh 1, SENP8 block-1 10, SENP7 block -2, SENP8 block-2 4 and Apaf-1 inh 2.
Screening Cc1ccc(NC(=O)CSc2nncn2N)cc1C returned SENP6 block -1, PfG6PD inh 10, HKDC1 inh -5, SENP1 inh 2, SENP8 block-1 2, SENP7 block -3, SENP8 block-2 13 and Apaf-1 inh -5.
For Cc1cc(NC(=O)Cn2nnc3sc4c(c3c2=O)CCC(C(C)(C)C)C4)no1 (stereo unspecified) the results were SENP6 block -9, PfG6PD inh 27, HKDC1 inh 1, SENP1 inh -10, SENP8 block-1 -7, SENP7 block -4, SENP8 block-2 1 and Apaf-1 inh 10.
Screening Cc1cc(NC(=O)CSc2nc(C(C)C)nc3sc4c(c23)CCC(C)C4)no1 (stereo unspecified) returned SENP6 block -10, PfG6PD inh -10, HKDC1 inh -6, SENP1 inh 0, SENP8 block-1 3, SENP7 block -3, SENP8 block-2 -2 and Apaf-1 inh -6.
`COc1ccc(/C=c2/sc3nc(-c4ccccc4)c(-c4ccccc4)n3c2=O)cc1` gave SENP6 block -4, PfG6PD inh 6, HKDC1 inh -9, SENP1 inh 22, SENP8 block-1 -2, SENP7 block 0, SENP8 block-2 -10 and Apaf-1 inh -6.
Screening COc1ccc2oc(C(=O)OCC(=O)NC(C)c3ccccc3)c(C)c2c1 (stereo unspecified) returned SENP6 block -19, PfG6PD inh 12, HKDC1 inh -2, SENP1 inh -7, SENP8 block-1 -317, SENP7 block -5, SENP8 block-2 3 and Apaf-1 inh 5.
CCN(CC)CCCn1c2c(c(SCC(=O)Nc3ccccc3Cl)nc1=O)CCC2 was read as SENP6 block -19, PfG6PD inh 1, HKDC1 inh 5, SENP1 inh -1, SENP8 block-1 5, SENP7 block 7, SENP8 block-2 0 and Apaf-1 inh 2.
Screening O=C(CCCC(=O)NC1CCCC1)NC1CCCC1 returned SENP6 block 0, PfG6PD inh -7, HKDC1 inh -5, SENP1 inh 1, SENP8 block-1 21, SENP7 block 6, SENP8 block-2 -3 and Apaf-1 inh -2.
Screening CCOC(=O)Cn1c(-c2ccccc2)cc(SC)c(C#N)c1=O returned SENP6 block -25, PfG6PD inh -8, HKDC1 inh 6, SENP1 inh -1, SENP8 block-1 -2, SENP7 block -4, SENP8 block-2 -2 and Apaf-1 inh 23.
`Cc1cc(C)n2cc(CSc3nc4ccccc4s3)nc2n1` gave SENP6 block 4, PfG6PD inh 13, HKDC1 inh 15, SENP1 inh 3, SENP8 block-1 -140, SENP7 block 0, SENP8 block-2 10 and Apaf-1 inh 1.
Screening Cc1csc(=Nc2ccccc2)n1CCO returned SENP6 block 0, PfG6PD inh 17, HKDC1 inh -5, SENP1 inh 0, SENP8 block-1 20, SENP7 block 1, SENP8 block-2 2 and Apaf-1 inh -3.

Three compounds already listed, arranged by heavy-atom count, smallest number first:
COC(=O)c1[nH]c2ccc(C)cc2c1NC(=O)NC1CCCCC1 was read as SENP6 block -4, PfG6PD inh 1, HKDC1 inh -4, SENP1 inh 2, SENP8 block-1 inactive, SENP7 block -2, SENP8 block-2 -5 and Apaf-1 inh 7.
For Cc1cc(NC(=O)Cn2nnc3sc4c(c3c2=O)CCC(C(C)(C)C)C4)no1 (stereo unspecified) the results were SENP6 block -9, PfG6PD inh 27, HKDC1 inh 1, SENP1 inh -10, SENP8 block-1 -7, SENP7 block -4, SENP8 block-2 1 and Apaf-1 inh 10.
`COc1ccc(/C=c2/sc3nc(-c4ccccc4)c(-c4ccccc4)n3c2=O)cc1` gave SENP6 block -4, PfG6PD inh 6, HKDC1 inh -9, SENP1 inh 22, SENP8 block-1 -2, SENP7 block 0, SENP8 block-2 -10 and Apaf-1 inh -6.

The results go on:
CCN(CC)CCNC(=O)c1c(C)n(-c2ccccc2)c2cc(Br)c(OC)cc12 was read as SENP6 block -4, PfG6PD inh 0, HKDC1 inh 0, SENP1 inh -1, SENP8 block-1 6, SENP7 block -4, SENP8 block-2 -14 and Apaf-1 inh 32.
For Cc1ccc(-n2c(=O)[nH]c3c(C(N)=O)nc(CC(C)C)nc32)cc1 the results were SENP6 block -12, PfG6PD inh -8, HKDC1 inh -2, SENP1 inh -28, SENP8 block-1 -269, SENP7 block 2, SENP8 block-2 -1 and Apaf-1 inh 12.
`O=C(O)CCNC(=O)c1ccc(NC(=O)C(c2ccccc2)c2ccccc2)cc1` gave SENP6 block -7, PfG6PD inh -8, HKDC1 inh -3, SENP1 inh 0, SENP8 block-1 7, SENP7 block -7, SENP8 block-2 -2 and Apaf-1 inh -2.
Screening CCOc1cc(C=O)ccc1OCCCN1C(=O)NC(C)(C)C1=O returned SENP6 block -1, PfG6PD inh 1, HKDC1 inh 8, SENP1 inh -1, SENP8 block-1 2, SENP7 block -4, SENP8 block-2 -14 and Apaf-1 inh -4.
O=C(NCCOc1ccccc1Cl)C(=O)c1c[nH]c2ccccc12 was read as SENP6 block -11, PfG6PD inh 14, HKDC1 inh -3, SENP1 inh -1, SENP8 block-1 21, SENP7 block -6, SENP8 block-2 -5 and Apaf-1 inh -3.
For Cc1c(CCC(=O)O)c(=O)oc2cc3occ(-c4ccc(Cl)cc4)c3cc12 the results were SENP6 block -18, PfG6PD inh 17, HKDC1 inh 16, SENP1 inh -1, SENP8 block-1 -234, SENP7 block 1, SENP8 block-2 -13 and Apaf-1 inh 13.
Screening Cc1ccc(S(=O)(=O)NC(=O)NCCCCNC(=O)NS(=O)(=O)c2ccc(C)cc2)cc1 returned SENP6 block 0, PfG6PD inh -13, HKDC1 inh 1, SENP1 inh 0, SENP8 block-1 25, SENP7 block -3, SENP8 block-2 4 and Apaf-1 inh -5.
For CC(=O)Nc1ccc(-n2cnnn2)cc1 the results were SENP6 block -13, PfG6PD inh -5, HKDC1 inh 4, SENP1 inh 2, SENP8 block-1 16, SENP7 block -3, SENP8 block-2 -1 and Apaf-1 inh -2.
For CCOc1ccc(/C=C/C(=O)c2ccccc2)cc1OC the results were SENP6 block -12, PfG6PD inh 16, HKDC1 inh -5, SENP1 inh -16, SENP8 block-1 -113, SENP7 block 1, SENP8 block-2 -3 and Apaf-1 inh 3.
`COc1ccccc1N1C(=O)CC(N2CCN(c3ccc(Cl)cc3)CC2)C1=O` (stereo unspecified) gave SENP6 block -10, PfG6PD inh -19, HKDC1 inh 0, SENP1 inh 1, SENP8 block-1 13, SENP7 block -4, SENP8 block-2 -1 and Apaf-1 inh -7.
Screening COc1ccccc1-c1nnc(SC(C(=O)c2c[nH]c3ccccc23)c2ccccc2)n1C (stereo unspecified) returned SENP6 block -23, PfG6PD inh 17, HKDC1 inh -5, SENP1 inh 3, SENP8 block-1 13, SENP7 block 3, SENP8 block-2 -4 and Apaf-1 inh 7.
Screening CCN(c1ccccc1)S(=O)(=O)c1cc2c3c(c1)CCN3C(=O)CC2 returned SENP6 block -1, SENP1 inh 4, SENP8 block-1 6, SENP7 block -11, SENP8 block-2 -5 and Apaf-1 inh 5.
For CN1CCC(NC(=S)NC2CC2)CC1 the results were SENP6 block 1, PfG6PD inh -1, HKDC1 inh -3, SENP1 inh 1, SENP8 block-1 4, SENP7 block 4, SENP8 block-2 2 and Apaf-1 inh 2.
`Cn1c2ccccc2c2c(C(=O)N3CCN(c4ccc(F)cc4)CC3)cn(C3CCCC3)c(=O)c21` gave SENP6 block -18, PfG6PD inh 11, HKDC1 inh 3, SENP1 inh -1, SENP8 block-1 inactive, SENP7 block -1, SENP8 block-2 -4 and Apaf-1 inh 19.
O=C(CCCC(=O)c1ccccc1)NCc1ccccc1 was read as SENP6 block 3, PfG6PD inh -16, HKDC1 inh 0, SENP1 inh 1, SENP8 block-1 2, SENP7 block 1, SENP8 block-2 4 and Apaf-1 inh 2.
For Cc1ccc(N(C(=O)Nc2ccccc2)C2=NCCC2)cc1 the results were SENP6 block -10, PfG6PD inh -15, HKDC1 inh -2, SENP1 inh 2, SENP8 block-1 18, SENP7 block -2, SENP8 block-2 -2 and Apaf-1 inh -2.
CCCC(=O)Nc1nnc(SCC(=O)Nc2ccc3c(c2)OCCO3)s1 was read as SENP6 block -15, PfG6PD inh -7, HKDC1 inh -3, SENP1 inh -1, SENP8 block-1 7, SENP7 block -3, SENP8 block-2 -6 and Apaf-1 inh 3.
For COc1ccc(N2CCN(C(=O)c3ccc(NS(=O)(=O)c4cccc(F)c4)cc3)CC2)cc1 the results were SENP6 block -32, PfG6PD inh 12, HKDC1 inh -3, SENP1 inh 0, SENP8 block-1 15, SENP7 block 0, SENP8 block-2 -4 and Apaf-1 inh 0.
`COc1ccc(Cc2nc3ccccc3n2CC(=O)N/N=C/c2ccc(C)cc2O)cc1OC` gave SENP6 block 5, PfG6PD inh 13, HKDC1 inh -15, SENP1 inh -5, SENP8 block-1 -205, SENP7 block -3, SENP8 block-2 2 and Apaf-1 inh 0.
For COC(=O)c1ccc2c(c1)c(-c1ccccc1)c(-c1ccccc1)n2C the results were PfG6PD inh 0, HKDC1 inh 0, SENP1 inh -1, SENP8 block-1 -388, SENP7 block -4 and Apaf-1 inh 18.

In the list so far, these contain an NH in an aromatic ring:
`CCN(CC)C(=O)c1[nH]cnc1C(=O)Nc1ccon1` gave SENP6 block 8, PfG6PD inh 6, HKDC1 inh -2, SENP1 inh -1, SENP8 block-1 10, SENP7 block 0, SENP8 block-2 3 and Apaf-1 inh -10.
COC(=O)c1[nH]c2ccc(C)cc2c1NC(=O)NC1CCCCC1 was read as SENP6 block -4, PfG6PD inh 1, HKDC1 inh -4, SENP1 inh 2, SENP8 block-1 inactive, SENP7 block -2, SENP8 block-2 -5 and Apaf-1 inh 7.
For Cc1ccc(-n2c(=O)[nH]c3c(C(N)=O)nc(CC(C)C)nc32)cc1 the results were SENP6 block -12, PfG6PD inh -8, HKDC1 inh -2, SENP1 inh -28, SENP8 block-1 -269, SENP7 block 2, SENP8 block-2 -1 and Apaf-1 inh 12.
O=C(NCCOc1ccccc1Cl)C(=O)c1c[nH]c2ccccc12 was read as SENP6 block -11, PfG6PD inh 14, HKDC1 inh -3, SENP1 inh -1, SENP8 block-1 21, SENP7 block -6, SENP8 block-2 -5 and Apaf-1 inh -3.
Screening COc1ccccc1-c1nnc(SC(C(=O)c2c[nH]c3ccccc23)c2ccccc2)n1C (stereo unspecified) returned SENP6 block -23, PfG6PD inh 17, HKDC1 inh -5, SENP1 inh 3, SENP8 block-1 13, SENP7 block 3, SENP8 block-2 -4 and Apaf-1 inh 7.
